12-LOX inh: Primary qHTS assay for inhibitors of human arachidonate 12S-lipoxygenase (ALOX12): Round 2; purified 12hLO, xylenol orange hydroperoxide absorbance; 580,000 tested, 1.1% active; Potency, µM (highest dose often 108 µM), for inactives: at the highest dose activity change, negative = inhibition, most hits filed as inhibitors; AID 1671190, 2021; note: % is set by controls: 0 for no effect and ±100 for the full control effect
Target sequence (P18054 whole entry, looked up): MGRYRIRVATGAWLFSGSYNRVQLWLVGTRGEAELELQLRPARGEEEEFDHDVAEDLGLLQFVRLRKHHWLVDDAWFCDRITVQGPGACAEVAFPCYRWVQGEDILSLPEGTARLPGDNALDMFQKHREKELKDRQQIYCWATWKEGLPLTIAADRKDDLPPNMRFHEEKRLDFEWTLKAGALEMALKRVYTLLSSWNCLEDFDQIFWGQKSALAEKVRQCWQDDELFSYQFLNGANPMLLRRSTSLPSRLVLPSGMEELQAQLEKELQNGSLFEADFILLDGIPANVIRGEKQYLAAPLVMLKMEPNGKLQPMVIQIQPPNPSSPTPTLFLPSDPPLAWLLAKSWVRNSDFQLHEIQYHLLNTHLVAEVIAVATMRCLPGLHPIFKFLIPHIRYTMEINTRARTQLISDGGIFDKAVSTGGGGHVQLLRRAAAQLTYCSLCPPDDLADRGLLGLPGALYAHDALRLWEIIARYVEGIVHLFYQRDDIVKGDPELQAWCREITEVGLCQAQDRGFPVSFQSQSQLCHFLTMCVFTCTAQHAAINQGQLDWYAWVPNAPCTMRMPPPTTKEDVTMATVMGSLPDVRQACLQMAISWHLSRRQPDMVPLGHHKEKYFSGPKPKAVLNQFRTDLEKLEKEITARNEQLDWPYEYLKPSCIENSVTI
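Purified human 12hLO (150 nM final) in 25 mM Hepes, 0.01% Triton X-100, pH 7.0 was preincubated 15 min at room temperature with compound. Then 40 uM arachidonic acid was added, 30 min. Hydroperoxide was read by Fe-XO absorbance ratio 573/405 nm.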
USP1-UAF1 inh: Inhibitors of USP1/UAF1: Primary Screen. Ubiquitin carboxyl-terminal hydrolase 1 (Homo sapiens), O94782. recombinant USP1/UAF1, Ub-Rhodamine cleavage fluorescence. Potency, µM (highest dose often 57.1 µM), for inactives: top-dose activity change, negative = inhibition, hits mostly inhibitors. 390,000 tested, 0.23% active. AID 743255, 2014; note: % is set by controls: 0 for no effect and ±100 for the full control effect; nearly all actives have a fitted effect of over 60% in size; inactives centre near -12
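Step one: compound is pinned into 1nM USP1/UAF1 in HEPES pH 7.8 buffer with TCEP. Step two: 15 min room-temperature incubation. Step three: Ub-Rho (150nM final) starts cleavage, tracked by fluorescence over six one-minute reads.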
Vif-APOBEC3F blk: qHTS for Inhibitors of Vif-A3F Interactions: qHTS | HeLa A3F-eYFP + Vif (tagged APOBEC3F with the HIV-1 protein that degrades it), YFP fluorescence increase | Potency, µM (doses to about 46.1 µM), for inactives: at the top dose activity, negative = active | 390,000 tested, 0.2% active | AID 602313, 2012; note: % of control where 0% means no effect; nearly all actives have a fitted effect of over 65% in size
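HeLa cells stably expressing A3F-eYFP plus Vif, plated and incubated overnight at 37 deg C, then exposed to compounds overnight at 37 deg C. Blocked degradation read as raised yellow fluorescence (Ex 488/Em 500-530).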
RGS4 inh: Inhibitors of Regulator of G Protein Signaling (RGS) 4: qHTS; Transcreener GDP fluorescence polarization, RGS4-accelerated GTP hydrolysis; Potency, µM (series often up to 114 µM), for the others: top-dose activity change, negative = inhibition, hits mostly inhibitors; 390,000 tested, 0.039% active; AID 504845, 2011; note: % is set by controls: 0 for no effect and ±100 for the full control effect; nearly all actives have a fitted effect of over 75% in size; some results filed as inactive show a strong effect at the top dose
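MLSMR compounds (23 nl, pin-transferred) preincubated 10 min at room temperature with a 500nM (2x) first reagent, then RGS4 at 900nM (2x) plus Transcreener GDP mix added; fluorescence polarization (620/688 nm) read before and after 90 min at 30 °C.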
RXFP1 agonist: qHTS Assay for Agonists of the Relaxin Receptor RXFP1; HEK293T-RXFP1 cAMP TR-FRET, 30 min; response scale: percent of porcine relaxin response, buffer zero; Potency, µM (highest dose often 57.5 µM), for inactives: top-dose activation, usual class: activators; Relaxin receptor 1 (Homo sapiens), Q9HBX9; 370,000 tested, 0.3% active; AID 2676, 2010; note: % is set by controls: 0 for no effect and ±100 for the full control effect; nearly all actives have a fitted effect of over 60% in size; many of its hits are not listed in these tables
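cAMP rise read by TR-FRET after 30 min, 37C compound exposure (up to 58 uM) in RXFP1-transfected HEK293 cells with Ro 20174 present. EC50 from Hill-equation fits, with 29 nM porcine relaxin as 100% and buffer as basal.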
mIDH1 inhibitor: qHTS for Inhibitors of mutant isocitrate dehydrogenase 1 (IDH1): qHTS; IDH1-R132H enzyme, NADPH consumption, diaphorase/resazurin fluorescence; Potency, µM (top dose mostly 76.6 µM), inactives show at the top dose activity change, negative = inhibition, actives largely listed as inhibitors; 390,000 tested, 0.093% active; note: % is set by controls: 0 for no effect and ±100 for the full control effect; nearly all actives have a fitted effect of over 65% in size
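IDH1-R132H (0.5 ug/mL) preincubated 30 min with compound, then NADPH (0.016 mM) and alpha-KG (2 mM) added; 80 min at RT, pH 7.5. Remaining NADPH coupled via diaphorase/resazurin to fluorescence (540/590 nm); concentration-response curves normalized to no-enzyme control.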
Vif-APOBEC3G blk: qHTS for Inhibitors of Vif-A3G Interactions: qHTS; DNA dC->dU-editing enzyme APOBEC-3G (Homo sapiens), Q9HC16; HeLa A3G-eYFP + Vif (tagged APOBEC3G with the HIV-1 protein that degrades it), YFP fluorescence, overnight; Potency, µM (highest dose often 46.1 µM), inactives show top-dose activity, negative = active, actives largely listed as inhibitors; 410,000 tested, 0.076% active;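 note: % is set by controls: 0 for no effect and ±100 for the full control effect; nearly all actives have a fitted effect of over 60% in size; hits raise eYFP signal because A3G escapes Vif-driven loss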
Target sequence (Q9HC16 whole entry, looked up): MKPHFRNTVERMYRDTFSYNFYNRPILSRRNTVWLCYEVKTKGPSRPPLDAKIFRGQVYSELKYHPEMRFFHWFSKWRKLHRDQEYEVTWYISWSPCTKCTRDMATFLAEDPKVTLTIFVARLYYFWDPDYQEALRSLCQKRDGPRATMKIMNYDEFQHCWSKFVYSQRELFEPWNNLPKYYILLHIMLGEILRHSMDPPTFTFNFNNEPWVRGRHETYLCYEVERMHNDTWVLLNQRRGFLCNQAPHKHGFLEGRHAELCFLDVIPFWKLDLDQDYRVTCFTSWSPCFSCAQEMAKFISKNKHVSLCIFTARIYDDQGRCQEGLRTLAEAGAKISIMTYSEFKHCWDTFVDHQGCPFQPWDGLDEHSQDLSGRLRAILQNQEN
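Read-out is eYFP fluorescence (Ex 488/Em 500-530) from Vif-expressing HeLa A3G-eYFP cells; more signal means A3G escaped Vif-mediated degradation. Cells plated overnight, compound pinned in, incubated overnight at 37 deg C.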
TrxR1 substrate: qHTS Assay for Substrates of Mammalian Selenoprotein Thioredoxin Reductase 1 (TrxR1): qHTS | Thioredoxin reductase 1, cytoplasmic (Rattus norvegicus), O89049 | 390,000 tested, 0.01% active | purified TrxR1 substrate turnover, NADPH consumption readout | Potency, µM (highest dose often 114 µM), for the others: at the highest dose activity change, negative = substrate turnover; note: % is set by controls: 0 for no effect and ±100 for the full control effect; nearly all actives have a fitted effect of over 50% in size
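Rat TrxR1, dispensed at 90 nM, was prereduced with 400 uM NADPH (final) for 5 min at ~22 deg C, then incubated with compound 15 min before 400 uM selenite. A first-read NADPH fluorescence drop versus no-compound background flagged substrates.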
rTrxR1 inhibitor: qHTS Assay for Inhibitors of Mammalian Selenoprotein Thioredoxin Reductase 1 (TrxR1): qHTS. Thioredoxin reductase 1, cytoplasmic (Rattus norvegicus), O89049. recombinant rTrxR1, NADPH fluorescence consumption, selenite substrate. Potency, µM (highest dose often 114 µM), inactives show top-dose activity change, negative = inhibition, usual class: inhibitors. 390,000 tested, 1% active. AID 588453, 2011; note: % is set by controls: 0 for no effect and ±100 for the full control effect; nearly all actives have a fitted effect of over 65% in size
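Rat TrxR1 (90 nM in the dispensed reagent) was pre-reduced with 400 uM NADPH for 5 min at room temperature, then incubated with compound for 15 min. After 400 uM selenite was added, NADPH fluorescence (Ex 340/Em 450 nm) was followed for 8 min.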
Active calls of the source: *; ? = inconclusive; . = not tested or not shown; [ ] = remark or other dose. Calls come from the whole dose curve; as a rule, active = well fitted curve in the direction sought with a large enough effect; inconclusive = small, poorly fitted or top-dose-only effect, or another doubt; inactive = no such curve, though single readings can be large; an effect the other way counts as inactive or inconclusive. Potency is the fitted concentration of half-maximal effect.

Short keys – A = 12-LOX inh; B = USP1-UAF1 inh; C = Vif-APOBEC3F blk; D = RGS4 inh; E = RXFP1 agonist; F = mIDH1 inhibitor; G = Vif-APOBEC3G blk; H = TrxR1 substrate; I = rTrxR1 inhibitor
COC(=O)C1=C(c2ccc(F)cc2OCc2ccccc2)C[C@@H]2CC[C@H]1N2C(=O)NC1CCN(Cc2ccccc2)CC1
  A = -4%; B = -16%; C = 7%; D = -14%; E = -0.5%; F = -8%; G = 5%; H = 6%; I = 11%

COC1=CC(=O)O[C@@H](/C=C/c2ccccc2)C1
  A = 10%; B = -31%; C = 12%; D = -7%; E = 2.8%; F = -1%; G = 2%; H = 1%; I = 16%

COC(=O)C1=C(c2cccc(OC)c2OC)C[C@@H]2CC[C@H]1N2C(=O)NCCNC(C)=O
  A = 0%; B = -14%; C = 0%; D = 6%; E = .; F = -7%; G = 3%; H = 2%[57.1 µM]; I = -8%[57.1 µM]

C[C@H]1COC2=C1C(=O)C(=O)c1c2ccc2c1CCCC2(C)C
  A = ?; B = 32µM*; C = -2%; D = ?; E = 1.3%; F = ?; G = -25%; H = -7%; I = 28µM*

C[n+]1c(-c2ccccc2)cc(-c2ccc(Cl)cc2)cc1-c1ccccc1
  A = -2%; B = -11%; C = 2%; D = -18%; E = 3.3%; F = -6%; G = 6%; H = 68%[activator]; I = 16%

COc1ccccc1Sc1ccccc1CC(C)N (stereo unspecified)
  A = 7%; B = -11%; C = 1%; D = -44%; E = -1.1%; F = 8%; G = -6%; H = 7%; I = 5%

COC(=O)C1=C(c2c(C)noc2C)C[C@@H]2CC[C@H]1N2C(=O)NCc1ccco1
  A = ?; B = -26%; C = 0%; D = 3%; E = -0.2%; F = 0%; G = 0%; H = 10%[57.1 µM]; I = 3%[57.1 µM]

Cc1cc(-c2ccc(N)c(C)c2)ccc1N
  A = -10%; B = 12%; C = 4%; D = -25%; E = .; F = 18%; G = 1%; H = -4%; I = -9%

NCC(=O)c1ccc(Cl)c(Cl)c1
  A = ?; B = .; C = .; D = .; E = .; F = .; G = -5%; H = 3%; I = 19%

N#Cc1cc2c(nc1SCC(=O)Nc1ccc(Cl)c(C(F)(F)F)c1)C1CCN2CC1
  A = -29%; B = -13%; C = 0%; D = -3%; E = ?; F = 0%; G = 7%; H = 8%; I = 16%

COc1ccccc1NC(=O)COC(=O)c1cc(C)n(C2CC2)c1C
  A = -4%; B = -11%; C = -14%; D = 17%; E = .; F = -8%; G = 0%; H = 1%; I = 21%

CN1Cc2cccnc2N(C)Cc2cc(Cl)ccc21
  A = -10%; B = -15%; C = -3%; D = -7%; E = 2.5%; F = 9%; G = -14%; H = -12%; I = -5%

CCOC(=O)c1cccc(C2=C(CNC(=O)c3ccncc3)[C@H]3CC[C@@H](C2)N3Cc2ccccc2)c1
  A = 11%; B = 4%; C = -10%; D = .; E = .; F = 0%; G = -1%; H = .; I = .

CN(C)CCSCc1nnc2n1-c1ccc(Cl)cc1C(c1ccccc1Cl)=NC2
  A = 147%[activator]; B = -12%; C = 7%; D = -12%; E = .; F = 9%; G = -3%; H = 6%[57.1 µM]; I = 9%[57.1 µM]

c1cc2c(cc1CN1CCNCC1)OCO2
  A = .; B = -13%; C = 3%; D = 7%; E = 6.8%; F = -8%; G = 2%; H = 1%; I = ?

CC(=O)c1ccc(NC(=O)c2sc3nc4c(cc3c2N)N2CCC4CC2)cc1
  A = ?; B = -17%; C = 7%; D = 3%; E = 9.3%; F = -12%; G = -9%; H = 15%[11.4 µM]; I = 1%

CN1OC[C@@H]2COc3ccc4ccccc4c3[C@@H]21
  A = 17%; B = -6%; C = 2%; D = -6%; E = -3.0%; F = -1%; G = -6%; H = 6%; I = 11%

COC(=O)C1=C(c2cccc(OCc3ccccc3)c2)C[C@@H]2CC[C@H]1N2C(=O)NCc1ccc(N(C)C)cc1
  A = 8%; B = ?; C = 1%; D = 15%; E = -0.4%; F = -18%; G = 3%; H = 6%[57.1 µM]; I = 11%[57.1 µM]

COC(=O)COc1ccc(/C=C2\C(=O)NC(=S)N(c3ccc(C)cc3)C2=O)cc1OC
  A = 151%[activator]; B = -22%; C = 12%; D = ?; E = 0.2%; F = 18%; G = 0%; H = 0%; I = 4µM*

COC(=O)C1=C(c2ccc(S(C)(=O)=O)cc2)C[C@@H]2CC[C@H]1N2C(=O)NCc1cccc2ccccc12
  A = ?; B = -24%; C = -4%; D = -21%; E = .; F = 0%; G = 1%; H = -6%[57.1 µM]; I = -20%

COc1ccc(NP(=O)(Oc2ccccc2OC)Oc2ccccc2OC)cc1
  A = 1%; B = -1%; C = -23%; D = -18%; E = 1.0%; F = 1%; G = 0%; H = -5%[57.1 µM]; I = 13%[57.1 µM]

O=C(Nc1ccc(Cl)cc1C(=O)c1ccccc1)c1ccccc1
  A = ?; B = -6%; C = -17%; D = -41%; E = 4.2%; F = 2%; G = 0%; H = 11%[57.1 µM]; I = 27%[57.1 µM]

O=c1c2ccccc2[nH]c(=S)n1-c1ccc(Br)cc1
  A = 0%; B = -3%; C = 0%; D = -7%; E = -0.3%; F = 0%; G = -11%; H = -9%; I = -2%

Cc1cc(=O)oc2cc3c(cc12)CCCN3
  A = 33%[activator]; B = -17%; C = -2%; D = -3%; E = 20%; F = 1%; G = 2%; H = .; I = ?

CCn1cc(C(=O)N2CCC3(CC2)OCCO3)c(=O)c2cc(S(=O)(=O)N3CCCC3)ccc21
  A = 16%; B = -14%; C = 1%; D = 5%; E = -0.8%; F = -12%; G = 5%; H = 1%[57.1 µM]; I = -2%[57.1 µM]

In the list so far, 2 contain an aryl thioether with sulfur outside any ring.
Short keys – A = 12-LOX inh; B = USP1-UAF1 inh; C = Vif-APOBEC3F blk; D = RGS4 inh; E = RXFP1 agonist; F = mIDH1 inhibitor; G = Vif-APOBEC3G blk; H = TrxR1 substrate; I = rTrxR1 inhibitor
COc1ccccc1Sc1ccccc1CC(C)N (stereo unspecified)
  A = 7%; B = -11%; C = 1%; D = -44%; E = -1.1%; F = 8%; G = -6%; H = 7%; I = 5%

N#Cc1cc2c(nc1SCC(=O)Nc1ccc(Cl)c(C(F)(F)F)c1)C1CCN2CC1
  A = -29%; B = -13%; C = 0%; D = -3%; E = ?; F = 0%; G = 7%; H = 8%; I = 16%

(list continues)
Short keys – A = 12-LOX inh; B = USP1-UAF1 inh; C = Vif-APOBEC3F blk; D = RGS4 inh; E = RXFP1 agonist; F = mIDH1 inhibitor; G = Vif-APOBEC3G blk; H = TrxR1 substrate; I = rTrxR1 inhibitor
COC(=O)c1ccccc1OP1(=O)COc2ccccc2OC1
  A = 0%; B = -21%; C = 1%; D = 7%; E = 0.7%; F = 6%; G = 1%; H = -6%; I = -10%

CC(Cc1ccccc1)N1Cc2ccccc2C1 (stereo unspecified)
  A = .; B = -10%; C = 0%; D = -18%; E = 0.3%; F = 4%; G = 2%; H = 3%; I = 3%

N#CC1=C(N)Oc2c(c(=O)oc3ccccc23)C1c1ccccc1OC(=O)c1cccs1 (stereo unspecified)
  A = -27%; B = -16%; C = 9%; D = 3%; E = 15%; F = -5%; G = ?; H = 4%; I = -30%

C[C@@H]1CN([C@@H](C)CO)C(=O)CCCn2nncc2CO[C@@H]1CN(C)C(=O)Oc1cccc2ccccc12
  A = -1%; B = -18%; C = 2%; D = .; E = .; F = -2%; G = 2%; H = .; I = .

CNC(=O)OCCc1n(C)cc[n+]1C
  A = ?; B = 4%; C = -1%; D = -16%; E = 3.5%; F = -2%; G = 0%; H = 5%[57.1 µM]; I = 9%[57.1 µM]

O=[N+]([O-])c1ccc(C2[C@H]3C(c4ccccc4)=NC4(CCCCC4)N23)cc1 (stereo partly specified)
  A = 0%; B = 3%; C = -30%; D = 7%; E = 0.0%; F = 0%; G = 0%; H = -8%; I = -9%

COC(=O)C1=C(c2ccc(F)cc2F)C[C@@H]2CC[C@H]1N2C(=O)NCCOc1ccccc1Cl
  A = .; B = -33%; C = -1%; D = 9%; E = 3.8%; F = -5%; G = -4%; H = -1%[57.1 µM]; I = 22%

CC(C)(C)C(=O)O[C@H]1CC[C@@]2(C)C(=CC(=O)C3C2CC[C@]2(C)C(=O)CCC32)C1 (stereo partly specified)
  A = 18%; B = -21%; C = 0%; D = -3%; E = .; F = 1%; G = 1%; H = 9%[57.1 µM]; I = 14%[57.1 µM]

O=[N+]([O-])c1ccc(C2C3C(c4ccccc4)=NC4(CCCC4)N32)cc1 (stereo unspecified)
  A = -18%; B = ?; C = 2%; D = ?; E = 1.9%; F = 2%; G = 1%; H = -20%[57.1 µM]; I = 22%[57.1 µM]

O=C(NC1CN2CCC1CC2)c1ccc(-c2ccc([N+](=O)[O-])cc2)o1 (stereo unspecified)
  A = ?; B = -1%; C = 2%; D = -1%; E = -1.4%; F = 3%; G = 0%; H = -18%; I = -49%

The list is partial; the hit share may differ from the screen's.
